# Source: PubChem BioAssay
# hK5 inh: human KLK5 protease inhibitors, primary screen, biochemical, 1536-well; Kallikrein-5 (Homo sapiens), Q9Y337; recombinant hK5, fluorogenic AMC substrate cleavage; inhibition, % at 5 µM; actives 0.59% (n = 210,000);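 active = inhibition of 40% or more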;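 note: 0% = enzyme controls without compound and 100% = no-enzyme blanks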
# Rad51 HR inh: human RAD51 strand exchange inhibitors, primary screen, biochemical, fluorescence; hRad51 DNA strand exchange, fluorescence dequenching; inhibition, % at 10 µM; actives 0.085% (n = 200,000);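 active = inhibition above 40% at the single screening dose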;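 note: 0% = DMSO control wells and 100% = blanks with heterologous ssDNA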
#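 System: human Rad51 nucleoprotein filaments preassembled on unlabelled ssDNA. Reagent: labelled 47-mer dsDNA for strand exchange. Schedule: 30-min compound preincubation and 15-min exchange, both room temperature. Measured by: FRET fluorescence dequenching, excitation 485 nm, emission 520 nm. Read-out: Fluorescence-based percent inhibition, control- and blank-normalised. Benchmarks: plate controls and plate blanks.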
# Furin inh: human furin inhibitors, primary screen, biochemical, fluorescence intensity; P09958; purified furin, fluorogenic substrate cleavage; inhibition, % at 30 µM; actives 0.061% (n = 220,000); AID 463115, 2010; in the data active = inhibition above about 25%; note: inactives centre near -15
# Calpain2 inh: inhibitors of pig calpain II, primary screen, biochemical, fluorogenic peptide substrate, 1536-well. inhibition, % at 16 µM. actives 0.37% (n = 220,000). purified calpain II, 30 min;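 active = inhibition above about 50%, limit read from the data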
# FXIa inh: human FXIa protease inhibitors, primary screen, biochemical, 1536-well; Coagulation factor XI (Homo sapiens), P03951; purified FXIa, Boc-Glu-Ala-Arg-AMC fluorogenic substrate; actives 0.14% (n = 220,000); inhibition, % at 5 µM;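 active = inhibition of at least 40%; inactive = inhibition below 40%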;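 note: fluorescence of freed AMC excited at 355 nm; 0% = enzyme without compound and 100% = no enzyme blank; many of its hits are not listed in these tables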
# KCC2 mod: KCC2 cotransporter modulators, thallium flux, primary screen, cell-based, HEK293 KCC2, FluoZin-2 fluorescence, MLSMR. Solute carrier family 12 member 5 (Homo sapiens), Q9H2X9. KCC2 cells, thallium flux FluoZin-2 fluorescence. B-score of Tl+ flux slope (higher = more flux/activation; lower = inhibition) at 10 µM. actives 2.2% (n = 190,000). AID 1456, 2008;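 active = thallium flux slope and its plate-corrected score both differing from the plate sample mean at a set confidence after two filtering rounds, in either direction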;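 note: slope of fluorescence scaled to starting intensity during 10 to 20 s after thallium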
# Target sequence (Q9H2X9 whole entry, looked up): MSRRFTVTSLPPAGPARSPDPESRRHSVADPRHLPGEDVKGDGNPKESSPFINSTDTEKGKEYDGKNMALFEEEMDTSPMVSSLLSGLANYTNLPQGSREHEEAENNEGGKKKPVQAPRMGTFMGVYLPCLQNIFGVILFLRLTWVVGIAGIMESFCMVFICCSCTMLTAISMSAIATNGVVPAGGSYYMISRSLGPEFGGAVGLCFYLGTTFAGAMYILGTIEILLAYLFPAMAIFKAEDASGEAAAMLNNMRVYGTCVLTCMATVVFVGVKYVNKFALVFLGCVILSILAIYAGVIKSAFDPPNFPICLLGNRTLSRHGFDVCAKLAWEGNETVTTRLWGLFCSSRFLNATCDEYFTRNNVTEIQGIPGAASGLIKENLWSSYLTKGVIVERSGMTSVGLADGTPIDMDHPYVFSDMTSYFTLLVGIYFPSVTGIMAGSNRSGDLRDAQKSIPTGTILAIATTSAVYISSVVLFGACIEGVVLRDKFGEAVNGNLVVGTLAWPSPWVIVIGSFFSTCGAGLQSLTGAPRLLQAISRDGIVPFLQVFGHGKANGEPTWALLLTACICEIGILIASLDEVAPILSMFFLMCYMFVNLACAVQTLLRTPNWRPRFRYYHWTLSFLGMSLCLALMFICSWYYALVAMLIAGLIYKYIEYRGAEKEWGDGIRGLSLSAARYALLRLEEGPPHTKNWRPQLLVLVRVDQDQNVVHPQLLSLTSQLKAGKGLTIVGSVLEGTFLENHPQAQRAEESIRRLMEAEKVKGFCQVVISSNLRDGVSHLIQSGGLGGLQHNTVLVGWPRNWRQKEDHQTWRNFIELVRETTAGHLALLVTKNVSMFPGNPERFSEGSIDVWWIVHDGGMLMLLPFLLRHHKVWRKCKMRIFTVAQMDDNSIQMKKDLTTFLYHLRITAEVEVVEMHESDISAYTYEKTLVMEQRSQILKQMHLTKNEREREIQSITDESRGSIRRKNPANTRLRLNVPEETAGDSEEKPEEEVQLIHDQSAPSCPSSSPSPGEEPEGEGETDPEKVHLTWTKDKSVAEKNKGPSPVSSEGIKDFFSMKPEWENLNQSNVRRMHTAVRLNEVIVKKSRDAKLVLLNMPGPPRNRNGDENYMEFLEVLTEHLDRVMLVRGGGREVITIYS
# thrombin 1536: human alpha-thrombin inhibitors, primary screen, counter-screen for coagulation protease inhibitor project, biochemical, 1536-well, fluorogenic AMC substrate; Prothrombin (Homo sapiens), P00734; actives 0.26% (n = 220,000); inhibition, % at 5 µM; Boc-VPR-AMC fluorogenic substrate cleavage; AID 1046, 2008;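 active = inhibition at or above 40%; inactive = inhibition below 40%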;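 note: 0% = enzyme with no compound and 100% = wells without enzyme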
#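 Material: human alpha-thrombin protein; Also added: Boc-VPR-AMC substrate, 15 µM final; Timing: enzyme reaction carried out at room temperature; Signal: fluorescence, ex 355 nm, em 460 nm; Measure: % inhibition of thrombin; Controls: enzyme without compound as high, wells lacking enzyme as low.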
# PERK inh: block of dimerizer-induced PERK translation repression, primary screen, PERK inhibitor project, CHO PERK-DD cells, SEAP luminescence, HTS; CHO PERK-DD fusion, SEAP luminescence translation reporter; inhibition, % at 5.6 µM; actives 0.17% (n = 220,000); AID 1416, 2008;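 active = inhibition above the mean inhibition of all tested compounds plus 3 SD, set separately per screening campaign, cut at about 2.9% in these data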;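 note: PERK kinase domain activated by AP20187 dimerizer at 100 nM; 0% = DMSO with dimerizer and 100% = rapamycin at 8.4 µM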
# FXIIa inh: human FXIIa protease inhibitors, primary screen, biochemical, 1536-well; Coagulation factor XII (Homo sapiens), P00748; purified FXIIa, Boc-QGR-AMC fluorogenic substrate, 2 h; inhibition, % at 5 µM; actives 0.3% (n = 220,000); AID 800, 2007; in the data active = inhibition above about 40%;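 note: 0% = enzyme with no compound and 100% = blank without enzyme; many of its hits are not listed in these tables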
# Numbers without * were called inactive; . = not tested or not shown; [ ] = another dose, or the depositor's remark.
SMILES,hK5 inh,Rad51 HR inh,Furin inh,Calpain2 inh,FXIa inh,KCC2 mod,thrombin 1536,PERK inh,FXIIa inh
CCOc1ccc(/C=C2\SC(=S)N(C(C(=O)O)c3ccccc3)C2=O)cc1OC (stereo not drawn),4,1,2,18,4,-0.33,-5,0.1,8
S=C(NCCN1CCOCC1)Nc1ccc(Cl)cc1Cl,-17,-4,-17,-3,6,0.0077,0,0.8,8
Cc1nc(C(C)N(C)Cc2nc(Cc3ccccc3F)no2)c(C)s1 (stereo not drawn),-1,.,-11,-15,0,0.66,-7,-1.5,5
CCSc1nnc(COc2ccccc2)n1CC,2,6,-21,-1,-1,-0.22,-1,2.1,5
Cc1cc(=S)[nH]c(=S)[nH]1,5,14,-5,7,7,1.3,-1,0.9,10
COc1ccc(-c2nn(CC(=O)NCCc3ccccc3)c(=S)n2C)cc1,-12,0,-30,-23,3,-0.077,0,0.5,10
Cc1ccc(CN(Cc2ccco2)C(=S)Nc2ccccc2C)cc1,1,4,-7,-8,7,-0.77,-2,-0.7,8
CC(=O)Nc1cccc(Oc2ccc([N+](=O)[O-])cc2Cl)c1,1,-1,-16,-8,-9,-0.22,-4,0.4,0
CCCCNC(=O)O/N=C(\N)CS(=O)(=O)C(C)(C)C,5,7,-21,-13,-19,0.79,-3,0.4,9
O=C(N/N=C/c1cn[nH]c1-c1ccccc1)c1ccco1,-11,-4,-11,21,6,-0.77,3,1.4,5
COc1ccc(N2C(=O)CC(Nc3ccc(C(=O)O)cc3)C2=O)cc1OC (stereo not drawn),2,-12,-5,7,-2,0.46,-8,0.5,7
CCOc1ccc(-c2nc(C#N)c(N3CCN(CC)CC3)o2)cc1,-16,-1,-30,-153,7,.,-1,-1.1,20
CCc1cccc(NS(=O)(=O)c2c(C)n[nH]c2C)c1,4,-1,-6[20 µM],15,2,.,0,0.7,7
CCOc1ccccc1NC=C1C(=O)OC2(CCCCC2)OC1=O,3,1,-14[20 µM],11,8,-0.66,3,-0.1,14
O=C1NC(=Nc2ccc(F)cc2)SC1Cc1ccc(F)cc1 (stereo not drawn),0,21,-18,-9,1,.,-1,-0.6,5
CC(O)c1nc2ccccc2n1CCCCOc1ccccc1 (stereo not drawn),1,-4,-13,-30,-2,-1.1,-10,0.3,5
COc1ccc(C2CC(c3ccccc3)=NN2C(=O)COC(=O)c2cc(S(=O)(=O)N3CCOCC3)ccc2Cl)cc1 (stereo not drawn),-4,-7,-15,-48,10,-1.5,-6,0.7,14
CC(=O)/C=C1/C(=O)Nc2ccccc21,-4,19,-19,-2,-1,-0.2,4,0.2,9
Cc1cc(C(C)(C)C)ccc1OCCCCN1CCCC1,-23,1,-16,-1,2,0.32,-9,0.2,5
CNC(=O)C1CC(=O)N(Cc2ccc3c(c2)OCO3)C(=Nc2ccc(OC)cc2)S1 (stereo not drawn),-5,0,-21,-3,3,1.4,-1,-0.4,18
c1ccc(Cn2c(Sc3nnnn3-c3ccccc3)nnc2-c2ccccc2)cc1,-11,0,-21[20 µM],25,0,0.29,-2,-0.7,-4
CCOc1ccc(C(=O)Nc2ccc(N3CCN(C(C)=O)CC3)cc2)cc1[N+](=O)[O-],1,3,-29,0,-1,0.68,-1,0.6,7
CCOc1ccc(NC(=O)CN(C)CC(=O)Nc2cccc(Cl)c2C)cc1OCC,-4,2,-24[20 µM],-1,1,-5.6*,-2,-1.1,15
CCC1CCC2(CC1)NC(=O)N(CC(=O)c1c(C)[nH]c3ccccc13)C2=O (stereo not drawn),-10,-39,-2,-19,-2,-0.33,-16,0.4,6
Oc1oc(-c2ccccc2Br)nc1C=Nc1ccc(Br)cn1,3,1,-39,-26,4,2.1,-4,0.7,8
O=S(=O)(NCc1cccnc1)c1ccc(Br)s1,6,-4,-18,4,2,.,7,0.4,13
CCn1c(Sc2nc(C)nc3scc(-c4cccs4)c23)n[nH]c1=O,-15,5,-24,-31,-6,-1.7,-1,-0.3,11
O=C1Nc2ccc(F)cc2C12SCCS2,-6,.,-28,3,3,0.59,-1,1.3,16
COc1ccc(C(=O)COC(=O)CNC(=O)C2CCCCC2)c(OC)c1,-3,17,-20[20 µM],-51,3,-0.12,3,1.1,13
Cc1nc(Sc2ccc(Br)cc2)c(C#N)c(C)c1[N+](=O)[O-],7,6,0,19,-7,0.69,1,-0.3,7
CCN(CC(N)=O)S(=O)(=O)c1ccc(F)cc1,.,.,-17,-20,-5,-0.082,-11,0.6,0
O=C1N/C(=C\c2ccc(N3CCOCC3)c(F)c2)C(=O)N1Cc1ccccc1,-39,5,-8[20 µM],-475,-6,-0.92,-3,-0.4,-3
Cc1ccccc1NC(=O)CN1C(=O)S/C(=C\c2ccc(-c3cccc(C(=O)O)c3C)o2)C1=O,-6,-22,-2,-13,1,-0.64,-3,0.6,7
O=C(CN1CCCCCC1)N1c2ccccc2Sc2ccc(C(F)(F)F)cc21,2,-6,-18[20 µM],39,3,0.73,1,-0.3,5
CC(C)CNC(=O)c1cc(-c2ccco2)on1,-11,7,-19,-11,-5,.,-3,0.0,-8
c1ccc(COc2ccc(CN3CCN(c4ccccn4)CC3)cc2)cc1,-16,10,-15[20 µM],17,6,-0.71,-5,-0.9,-4
S=c1[nH]nc(-c2ccc(Cl)cc2)n1CCCN1CCOCC1,6,22,-27,1,1,-0.026,-7,1.3,9
Cc1ccccc1Nc1cccc2nonc12,0,-29,-7,39,17,-0.72,-2,0.8,7
CCOC(=O)c1ccccc1NC(=O)Cn1cnc2c(cnn2-c2ccc(F)cc2)c1=O,0,-3,-3,-35,1,.,2,1.2,11
O=C(CCc1nnc(-c2ccc3c(c2)OCO3)o1)NC(c1cccnc1)C(F)(F)F (stereo not drawn),1,3,-2,5,-4,-0.022,-4,0.0,8

# Structures above that bear a hit mark in KCC2 mod:
SMILES | hK5 inh | Furin inh | Calpain2 inh | FXIa inh | KCC2 mod | PERK inh | FXIIa inh
CCOc1ccc(NC(=O)CN(C)CC(=O)Nc2cccc(Cl)c2C)cc1OCC | -4 | -24[20 µM] | -1 | 1 | -5.6* | -1.1 | 15

# Next part:
SMILES,hK5 inh,Rad51 HR inh,Furin inh,Calpain2 inh,FXIa inh,KCC2 mod,thrombin 1536,PERK inh,FXIIa inh
CCc1ccccc1NC(=O)Nc1cccn(Cc2ccc(F)cc2)c1=O,8,-6,-10,33,19,-0.49,8,-0.2,19
O=C1C2=C(SCCS2)C(=O)N1c1ccccc1,-2,.,0,-20,5,.,-5,0.5,1
O=C(COc1c(Br)cc(Br)c2cccnc12)Nc1ccccc1F,-8,16,-21,-44,-1,2.1,3,2.6,7
CCOC(=O)CNC(=O)C(=O)c1c(O)[nH]c2ccccc12,7,-11,-11[20 µM],-1,7,0.35,-6,0.5,7
O=C(NCCN1C(=O)S/C(=C\c2cccnc2)C1=O)c1cc(S(=O)(=O)N2CCOCC2)ccc1F,-3,-1,-8,-22,-2,0.21,-6,-0.1,0
COc1ccc(-n2c(=O)/c(=C\c3cccs3)s/c2=C(/C#N)C(=O)N2CCN(C)CC2)cc1,0,-1,-5,-85,0,-1.8,-1,0.1,10
Cc1cc(C)nc(NC(=O)NS(=O)(=O)N2CCCCCC2)n1,-16,.,-35,5,-4,.,-1,1.5,-14
O=C(C1CC1)N1CCN=C1SCc1cccc(F)c1,-29,6,-28,-40,-2,0.26,-11,1.0,3
CC(C)(C)n1cc(S(=O)(=O)c2ccccc2)[nH]c1=O,6,-1,-1,-3,-14,0.1,0,1.0,8
O=C(Nc1ccc([N+](=O)[O-])cc1)c1ccc(Cn2cc([N+](=O)[O-])cn2)cc1,6,9,-19,11,9,-0.82,6,-0.3,12
COc1ccc(NS(=O)(=O)c2csc(C(=O)Nc3ccccc3)c2)cc1,-10,11,-18,-13,-3,0.28,-12,-0.2,1
CCCC(c1nnnn1Cc1ccc(OC)cc1)N1CCN(c2ccccc2)CC1 (stereo not drawn),-1,6,-10,-6,1,-1.3,-8,-0.1,6
COC(=O)c1sc(NC(=O)c2ccco2)c(C#N)c1C,-2,23,-23,-14,0,0.49,0,1.1,10
COC(=O)C1=NN(C(=O)c2ccc(C)cc2)C(O)(c2ccc(Cl)cc2)C1 (stereo not drawn),-143,-7,-30[20 µM],-13,6,.,6,2.4,27
CN(C)CCNC(=O)COc1ccc(C23CC4CC(CC(C4)C2)C3)cc1,3,-3,-26,18,3,0.056,-4,-0.1,9
CCC(=O)N(Cc1ccco1)Cc1cc2cccc(C)c2n2nnnc12,39,-8,-9,14,26,-0.42,8,-1.1,30
Cc1cccc(C(=O)Oc2ccc(/C=N/NC(=O)Cc3ccc([N+](=O)[O-])cc3)cc2)c1,8,-20,-7,26,-7,1.3,12,-0.2,-5
CN(C)c1nc(C#N)nc(N(C)C)n1,-3,-4,-8,5,0,0.022,7,0.2,12
COCCCNC(=O)Cn1cc2c(n1)CCC(C)C2 (stereo not drawn),-8,-6,-21,2,2,0.1,-1,1.3,11
CN1CC(=O)N(CC(=O)Nc2ccc(F)cc2)c2ccccc2C1=O,3,5,-8,9,-2,.,-2,0.9,7

# Reformatted tab-delimited: 4 of the compounds above.
Compound	hK5 inh	Rad51 HR inh	Furin inh	Calpain2 inh	FXIa inh	KCC2 mod	thrombin 1536	PERK inh	FXIIa inh
CCOc1ccc(/C=C2\SC(=S)N(C(C(=O)O)c3ccccc3)C2=O)cc1OC (stereo not drawn)	4	1	2	18	4	-0.33	-5	0.1	8
S=C(NCCN1CCOCC1)Nc1ccc(Cl)cc1Cl	-17	-4	-17	-3	6	0.0077	0	0.8	8
Cc1nc(C(C)N(C)Cc2nc(Cc3ccccc3F)no2)c(C)s1 (stereo not drawn)	-1	.	-11	-15	0	0.66	-7	-1.5	5
CCSc1nnc(COc2ccccc2)n1CC	2	6	-21	-1	-1	-0.22	-1	2.1	5

# The results go on.
SMILES,hK5 inh,Rad51 HR inh,Furin inh,Calpain2 inh,FXIa inh,KCC2 mod,thrombin 1536,PERK inh,FXIIa inh
CC1=C(C(=O)NCc2ccco2)C2(CCC(C)CC2)OC1=O (stereo not drawn),6,-6,-5,1,3,-0.54,-10,0.9,17
COc1ccc(CNC(=O)C(c2ccncc2)N(C(=O)Cc2cccs2)c2cccc(C)c2)cc1 (stereo not drawn),-15,4,-25[20 µM],8,0,.,-8,-0.6,12
O=C(COc1ccc(Br)cc1)N1CCc2ccccc21,-2,17,-16,-5,-4,0.72,-6,-0.7,3
CCOC(=O)N1CCN(c2cc(NCCO)c([N+](=O)[O-])c3nonc23)CC1,-5,15,-14,-3,-1,-0.18,-7,0.3,7
CCOC(=O)c1ccc(N2CN(CCc3ccccc3)CNC2=S)cc1,-15,5,-9,-4,1,-1.2,-4,1.3,7
COc1ccccc1COC(=O)Nc1c(C)nn(C)c1Cl,-1,4,-16,-10,-2,0.081,1,0.5,11

# Not all compounds are listed. The share of hits here may be higher or lower than overall.
